Bioassay records deposited in PubChem by The Scripps Research Institute Molecular Screening Center.
MITF inh: inhibitors of human MITF; O75030; AlphaScreen MITF homodimerization, bead proximity signal; inhibition, % at 2.6 µM; 650,000 compounds, 0.91% hits; in the data active means inhibition above about 50%;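 further: 0% = vehicle wells with protein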
GPR151 ag: human GPR151 activation; 650,000 compounds, 1% hits; AID 1508602; activation, % at 11.2 µM; PathHunter beta-arrestin GPR151 cells, luminescence; in the data active means activation above about 4.9%;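 further: 0% = median of compound wells and 100% = cells with positive control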
Target sequence (Q8TDV0 whole entry, looked up): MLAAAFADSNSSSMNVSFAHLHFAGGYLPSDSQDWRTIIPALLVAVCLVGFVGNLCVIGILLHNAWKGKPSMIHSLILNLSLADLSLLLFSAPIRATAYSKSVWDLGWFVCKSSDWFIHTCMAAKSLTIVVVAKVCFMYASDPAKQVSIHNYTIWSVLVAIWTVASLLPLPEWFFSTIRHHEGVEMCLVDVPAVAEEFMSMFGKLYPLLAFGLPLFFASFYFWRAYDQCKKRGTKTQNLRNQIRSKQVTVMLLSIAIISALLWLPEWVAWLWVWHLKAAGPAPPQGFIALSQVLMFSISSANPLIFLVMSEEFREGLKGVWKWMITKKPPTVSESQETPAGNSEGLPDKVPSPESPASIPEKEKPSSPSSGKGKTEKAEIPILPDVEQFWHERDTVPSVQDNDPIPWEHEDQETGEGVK
TEAD-YAP inh: TEAD-YAP interaction inhibition; HEK-TIYL cells, TEAD-Gal4/YAP UAS-luciferase luminescence; inhibition, % at 9.12 µM; 640,000 compounds, 1.4% hits; in the data active means inhibition above about 32%;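 further: 0% = median of test compound wells and 100% = reference inhibitor wells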
FBW7 act: human FBW7 E3 ligase activation, primary screen | AlphaScreen FBW7–phospho-cyclin E peptide binding, activator screen | normalized activity (activation), % at 26.1 µM | 650,000 compounds, 0.13% hits; in the data active means normalized activity above about 1.9%;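 further: purified mutant Fbw7 with reduced substrate affinity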
Target sequence (Q969H0 whole entry, looked up): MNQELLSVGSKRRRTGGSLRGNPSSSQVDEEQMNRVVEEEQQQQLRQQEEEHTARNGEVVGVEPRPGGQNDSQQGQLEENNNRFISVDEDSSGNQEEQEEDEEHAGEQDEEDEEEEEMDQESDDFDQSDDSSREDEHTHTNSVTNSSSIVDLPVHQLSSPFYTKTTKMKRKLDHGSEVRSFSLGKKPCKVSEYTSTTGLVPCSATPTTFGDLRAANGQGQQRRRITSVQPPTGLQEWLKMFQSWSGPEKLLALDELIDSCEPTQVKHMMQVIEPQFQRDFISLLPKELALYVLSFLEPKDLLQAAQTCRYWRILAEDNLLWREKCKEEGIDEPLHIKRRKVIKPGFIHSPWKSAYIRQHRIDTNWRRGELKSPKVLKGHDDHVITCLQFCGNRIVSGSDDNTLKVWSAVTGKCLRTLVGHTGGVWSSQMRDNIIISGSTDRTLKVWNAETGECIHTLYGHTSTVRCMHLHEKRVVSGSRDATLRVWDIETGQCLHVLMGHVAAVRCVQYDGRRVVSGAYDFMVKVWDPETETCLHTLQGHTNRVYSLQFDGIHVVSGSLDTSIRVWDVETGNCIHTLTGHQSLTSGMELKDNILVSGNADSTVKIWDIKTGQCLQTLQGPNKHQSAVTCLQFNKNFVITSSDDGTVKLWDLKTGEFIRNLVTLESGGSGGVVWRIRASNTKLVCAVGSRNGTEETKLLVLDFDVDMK
* = called active by the depositor.

SMILES	MITF inh	GPR151 ag	TEAD-YAP inh	FBW7 act
Cc1cc(NC(=O)c2cccs2)ccc1NC(=O)c1ccco1	9.4	-4.6	-18.8	0.1
CCN1CCN(C(=O)c2cccc([N+](=O)[O-])c2)CC1	4.0	2.5	6.4	0.2
CC(CNC(=O)c1ccc(F)c2ccccc12)c1ccccc1 (stereo unspecified)	1.4	2.5	-7.1	0.0
CO[C@H]1[C@H](NC(=O)C(C)C)c2ccccc2C12CCN(Cc1c(C)nn(C)c1Cl)CC2	4.5	-0.7	1.0	1.0
Cc1ccc2c(c1)-c1c(ssc1=S)C(C)(C)N2C(=O)C(Cc1ccccc1)N1C(=O)c2ccccc2C1=O (stereo unspecified)	3.1	-0.4	-1.3	0.0
O=C(c1cc(-c2ccc(F)cc2)nc2ccccc12)N1CCN(c2ccccc2Cl)CC1	-1.5	0.0	-2.0	-0.1
CCN(CC(O)c1cccc(O)c1)C(=O)C12CC3CC(CC(C3)C1)C2 (stereo unspecified)	-6.9	-0.8	5.5	-0.1
COc1ccc(-n2c(=S)[nH]c3cc(C(=O)Nc4cccc(Cl)c4)ccc3c2=O)cc1	1.8	-0.2	4.9	-0.1
CCOC(=O)c1ccc(NC(=S)N(Cc2ccccc2)Cc2cccnc2)cc1	-7.3	-0.6	-12.4	0.1
Cc1ccc2cc(C#N)c(NCCCNC(=S)NCCCN(C)C)nc2c1C	-8.5	1.2	-1.8	-0.1
CCc1cccc2c1=NC(=O)C=2c1sc(=S)n(N)c1O	-1.5	3.6	1.6	-0.4
NC(=O)c1ccccc1NC(=O)c1cc2c(=O)n3ccccc3nc2s1	-5.8	-0.1	1.7	0.2
CC(C)CCN1CCNC(=O)C1CC(=O)NCc1cc2cc(Cl)ccc2[nH]1 (stereo unspecified)	8.4	1.4	-5.3	0.1
CCOCCCn1c(SCC(=O)NC2CCCC2)nc2ccccc2c1=O	-8.0	0.4	-2.4	0.0
CCOc1ccc(C2=NN3C(C2)c2cccc(OC)c2OC3c2ccc(F)c(F)c2)cc1 (stereo unspecified)	6.3	-1.7	14.0	0.5
Cc1cc(C)c2c(NCc3ccc(C)o3)n[nH]c2n1	4.0	0.4	-9.2	0.1
O=C(Nc1ccc2c(c1)OCO2)c1csc(N2CCC(N3CCOCC3)CC2)n1	-15.7	0.1	-1.1	-0.1
Cc1ccc(C)c(NC(=O)CSc2nnc(-c3ccccc3)o2)c1	0.4	-0.7	3.6	0.7
COc1ccc(-c2ccc(C(=O)Nc3ccc(N4CCOCC4)cc3)s2)cn1	0.3	1.7	-21.6	-0.1
COc1ccc2[nH]c(=O)c(CN(CCN3CCCC3)C(=O)NCc3ccccc3)cc2c1	4.8	-0.8	-4.1	0.7
COC(=O)c1ccc(COc2ccc(/C=N/Nc3nc(C)cc(=O)[nH]3)cc2)cc1	7.3	-2.5	-20.6	-0.1
CSCCNCc1c(C(=O)N2CCCCCCC2)nc2ccc(Cl)cn12	-5.0	-0.6	4.4	-0.1
c1ccc(-c2cc(Nc3ncccn3)nc(-c3cccnc3)n2)cc1	1.6	-0.9	3.8	-0.2
CCCCOc1ccc(/C=N/n2cnnc2)cc1	-0.5	0.2	17.4	-0.1
COc1ccccc1N1CCN(C(=O)/C(=C/c2cccnc2)NC(=O)c2ccccc2)CC1	0.2	-0.5	11.8	-0.1
COc1cc(OC)c(OC)cc1CNc1n[nH]c2nc(C)cc(C(F)(F)F)c12	-3.1	0.1	3.9	-0.3
CCOC(=O)c1[nH]c2ccc(C)cc2c1N	-4.4	-1.0	-50.8	-0.2
Cc1c(Cl)cccc1NC(=O)/C(=C/c1ccc(N(C)C)cc1)NC(=O)c1ccccc1F	22.7	-0.8	5.5	0.3
O=C(O)CC/C(=N/NC(=O)c1c[nH]c2ccccc12)c1ccccc1	11.3	1.0	-30.9	-0.1
O=C(O)Cn1c(=O)sc2ccccc21	-11.1	1.2	-21.7	-0.1
CCC(=O)OCC(=O)c1cc(C)n(-c2ccc(Br)cc2)c1C	0.2	-0.3	6.1	-0.1
CCNC(=O)CSc1nnc(-c2ccc3c(c2)OCO3)o1	11.4	-1.8	-11.1	0.0
Cc1cc(C)n2nc(SCc3nc4sc(C(=O)O)c(C)c4c(=O)[nH]3)nc2n1	-3.6	-0.2	-3.5	0.0
Nc1nc(NCCO)cc(Nc2ccc(C(F)(F)F)cc2)n1	-1.5	-0.9	-10.2	0.0
CCOc1ccc2cc(-c3nc4ccccc4s3)c(=O)oc2c1	9.4	1.1	3.4	0.2
CNC(=S)N1CC(C)SC1=Nc1cccc(S(=O)(=O)N(C)C)c1 (stereo unspecified)	-47.4	-1.5	-8.9	0.0
COCCOC(=O)N1CCC(C(=O)NC(c2ccc(Cl)cc2)c2ccsc2)CC1 (stereo unspecified)	6.2	0.4	5.3	0.3
CCc1ccc(C2C(C#N)=C(N)N(c3cccc([N+](=O)[O-])c3)C3=C2C(=O)CCC3)cc1 (stereo unspecified)	20.3	0.3	-3.3	0.5
CCOc1ccc(N2C3=C(C(=O)CC(C)(C)C3)C(c3ccc(Cl)c([N+](=O)[O-])c3)C3=C2CC(C)(C)CC3=O)cc1	5.8	-1.6	-7.7	0.0
Cc1ccc2[nH]cc(CCNC(=O)c3ccco3)c2c1	-17.1	0.0	-7.3	0.0
CN(C)c1ccc(-c2c3c(nn2-c2ccccc2)CCCC3=O)cc1	-2.8	1.4	7.2	0.8
COc1ccccc1NC(=O)c1ccc(SCC(=O)NCc2ccc3c(c2)OCO3)c([N+](=O)[O-])c1	5.5	0.0	-1.7	0.0
O=C(c1cc2n(n1)C(C(F)(F)F)CC(c1cccs1)N2)N(Cc1ccccc1)Cc1ccccc1 (stereo unspecified)	-5.4	-0.6	-1.7	0.1
CN(C)Cc1cc2ccc(Cl)cc2n(Cc2ccccn2)c1=O	-12.7	1.7	-4.6	-0.1
Cc1ccc2c(c1)C(=O)N(CCCC(=O)O)C2=O	4.8	0.9	-5.2	-0.2
CCOC(=O)c1cc(C(C)(C)C)oc1CNC(=O)c1c(C)oc2c1CCCC2	-4.0	0.3	6.9	-0.1
COc1ccc(NC(=O)c2cccc(S(=O)(=O)N3CCCCC3)c2)c([N+](=O)[O-])c1	-4.2	-0.3	-6.2	0.1
CCCCS(=O)(=O)c1sc2nc3c(cc2c1N)CCCC3	5.1	0.6	0.2	0.1
NC(=O)C1CCN(CN2C(=O)NC3(CCCCC3)C2=O)CC1	-6.8	-2.4	-0.1	0.1
Cc1c(C(=O)OCC(=O)c2c(N)n(CC(C)C)c(=O)n(C)c2=O)oc2ccccc12	8.8	-1.1	4.9	0.0
CCOC(=O)c1cccc(NC(=O)COc2ccc(Cl)cc2Cl)c1	7.4	3.9	81.3*	0.1
COc1ccc(NC(=O)c2ccco2)c(NC(=O)Cc2cccs2)c1	10.3	1.2	3.2	0.0
CC(=O)c1cccc(N(CC(=O)NC(C)c2ccccc2)S(C)(=O)=O)c1 (stereo unspecified)	1.2	1.5	4.7	-0.2
COc1ccc(NC(C)=O)cc1	-5.6	0.3	-5.7	-0.1
CC(NC(=O)c1cc(F)ccc1F)c1nnc2n1CCN(Cc1cc(F)cc(F)c1)CC2 (stereo unspecified)	-2.4	-0.6	-4.0	0.0
CC(C)CCNC(=O)C1CC(=O)c2sc(NC(=O)C3CCC3)nc2C1 (stereo unspecified)	-10.2	0.5	-3.4	0.0
CCOc1ccc(/C(O)=C2/C(=O)C(=O)N(CC3CCCO3)C2c2cccs2)cc1 (stereo unspecified)	8.0	0.5	1.3	-0.1
CCN(CC(=O)Nc1ccc(C(F)(F)F)cc1)S(=O)(=O)c1ccc(C)cc1	1.6	0.2	7.2	-0.1
CCn1c(=O)cc(N2CCN(c3ccc(OC)cc3)CC2)[nH]c1=O	5.4	-1.1	13.5	-0.1
COC(=O)C1=C(C)N(C)C(C)=C(C(=O)OC)C1c1ccc(Cl)c([N+](=O)[O-])c1	4.7	0.7	-5.7	0.1
The list goes on.
SMILES	MITF inh	GPR151 ag	TEAD-YAP inh	FBW7 act
O=C1Nc2ccccc2C1(O)C1CCc2ccccc2/C1=N\O (stereo unspecified)	-5.5	-0.5	-8.3	-0.2
CN(Cc1cccs1)C(=O)CN1C(=O)NC2(CCc3ccccc3C2)C1=O (stereo unspecified)	-7.7	0.6	4.0	0.0
CCOc1ccc(N=C2SC(C(=O)Nc3ccccc3OC)CC(=O)N2CCc2ccc(OC)c(OC)c2)cc1 (stereo unspecified)	-1.7	0.4	3.0	-0.2
COc1ccc(-c2nc3cnccn3c2NCc2ccc(C)cc2)cc1CO	1.2	0.1	-8.1	0.0
COc1ccc(N2CCN(C3CC(=O)N(Cc4ccccc4)C3=O)CC2)cc1 (stereo unspecified)	13.7	0.0	8.4	0.1
O=C(N/N=C/c1cc2c(cc1Cl)OCO2)c1cccc(F)c1	5.3	-0.4	-38.0	0.0
CCOC(=O)c1cc(NC(=O)NCc2ccccc2)c(C)nc1C	2.8	2.1	8.8	0.0
O=S(=O)(NCCSCc1ccccc1)c1ccc2c(c1)OCCO2	9.0	0.3	14.6	0.0
Cc1ccc(C(=O)Nc2ccc3nn(-c4cccc(Cl)c4)nc3c2)cc1[N+](=O)[O-]	18.4	-0.9	-1.5	0.1
CC[C@@H]1NC(=O)[C@H]2CN(C(=O)Oc3ccc(Cl)cc3)CCN2C1=O	-15.8	1.0	1.7	0.0
COc1ccc(NC(=O)c2cnn3c(C)cc(C)nc23)cc1Cl	-9.6	-1.3	-2.6	-0.2
CCOc1ccc2nc(SCC(=O)Nc3ccc4nc(SCC(=O)N5CCOCC5)sc4c3)sc2c1	11.7	0.0	-13.9	-0.1
CC(C)C1=CC2=C(CC(C)(C)CC2=O)OC1N(C)C (stereo unspecified)	-1.0	-0.3	8.3	0.1
Cc1ccc(Nc2nnc(-c3cc4cc(Br)ccc4oc3=O)s2)cc1	-5.3	0.4	2.9	0.3
O=[N+]([O-])c1ccc(N/N=C/c2ccc(O)c(O)c2O)c(S(=O)(=O)N2CCOCC2)c1	-4.8	0.5	-2.1	-0.6

3 structures already listed, ordered by length of the SMILES, high to low:
SMILES	MITF inh	GPR151 ag	TEAD-YAP inh	FBW7 act
O=[N+]([O-])c1ccc(N/N=C/c2ccc(O)c(O)c2O)c(S(=O)(=O)N2CCOCC2)c1	-4.8	0.5	-2.1	-0.6
CCOc1ccc2nc(SCC(=O)Nc3ccc4nc(SCC(=O)N5CCOCC5)sc4c3)sc2c1	11.7	0.0	-13.9	-0.1
Cc1ccc(Nc2nnc(-c3cc4cc(Br)ccc4oc3=O)s2)cc1	-5.3	0.4	2.9	0.3

(next part)
SMILES	MITF inh	GPR151 ag	TEAD-YAP inh	FBW7 act
CCOc1ccccc1N1C(=O)/C(=C/c2cccnc2)SC1=S	17.6	0.8	7.4	-0.1
COc1ccccc1-c1cc(CC(C)C)nc(C#N)c1N	-4.0	2.8	-18.1	0.4
Cc1nc(-c2ccccc2)cc(N2CCCC2)n1	1.6	-1.3	-3.5	-0.1
COc1ccc(NC(=O)Nc2c(C)n(-c3ccccc3)c(=O)n2C)c(OC)c1	-6.3	0.7	-5.5	0.0
CCOCCOC(=O)C(C)Oc1ccc2c(=O)c(Oc3cc(C)cc(C)c3)coc2c1 (stereo unspecified)	-1.0	-1.1	3.4	0.0
CC(C)CNC(=O)CC(=O)N/N=C/c1ccc(OCc2ccc(Cl)cc2)cc1	-4.7	-0.7	-25.2	0.0
COC(=O)CSC1=C(C#N)C(c2ccccc2C)CC(=O)N1 (stereo unspecified)	-8.8	-1.1	6.7	0.2
Cc1cccn2c(CN3CCC(c4ccc(F)cc4)C3)c(C(=O)N3CCOCC3)nc12 (stereo unspecified)	-6.3	-0.8	10.9	0.0
Cc1c(CC(Cl)(Cl)Cl)c2c(n1N1CCOCC1)CCCC2=O	-2.3	-0.9	-1.8	-0.1
Cc1cccc(Cc2c(C)nc3nc(SCC(=O)NC4CC4)nn3c2C)c1	-0.5	-1.1	-23.1	0.2
CCOC(=O)c1cccc(C(=O)Nc2ccc(C)cc2Br)n1	2.0	0.9	-3.2	0.0
Cc1nn(C)c(C)c1-c1nc(C(=O)NCc2cccnc2)cs1	-2.0	-1.1	-18.0	-0.1
Cc1ccc(-c2c3c(nc4sc(C(=O)Nc5ccc([N+](=O)[O-])cc5)c(N)c24)CCCC3)cc1	2.8	-0.1	7.7	0.1
CCOC(=O)N1CCC(N2CCc3nnc(C(C)C)n3CC2)CC1	-5.8	0.3	-8.4	0.0
COCCOC(=O)C1=C(C)NC(=O)NC1c1cc(OC)c(OC)c(OC)c1 (stereo unspecified)	0.2	-0.9	-5.7	0.2
COc1ccc(NC(=O)CSc2nc3n[nH]c(C)c3c(=N)n2-c2ccccc2Cl)c(OC)c1	13.1	0.8	4.8	0.5
O=C(N/N=C/c1ccccc1C(F)(F)F)c1ccc(F)cc1	5.5	0.6	-47.6	-0.1
COc1ccccc1C(=O)NC(=S)Nc1ccccc1[N+](=O)[O-]	0.6	-0.9	44.6*	0.0
CC(C)n1c(-c2ccc(C(=O)N3CCN(C)CC3)cc2)nc2c(Nc3ccc(N4CCOCC4)cc3)ncnc21	8.4	1.2	5.6	-0.2
COc1cc(-c2nc3ccccc3c(=O)n2Cc2ccccc2F)cc(OC)c1OC	9.8	-1.0	-0.8	0.1
CCCC(=O)N1c2ccccc2NC2=C(C(=O)CCC2)C1c1cccc(Br)c1 (stereo unspecified)	-5.0	0.7	10.1	-0.2

A second format for some results above.
Below each SMILES: MITF inh	GPR151 ag	TEAD-YAP inh	FBW7 act
- COc1ccccc1C(=O)NC(=S)Nc1ccccc1[N+](=O)[O-]
    0.6	-0.9	44.6*	0.0
- CC(C)n1c(-c2ccc(C(=O)N3CCN(C)CC3)cc2)nc2c(Nc3ccc(N4CCOCC4)cc3)ncnc21
    8.4	1.2	5.6	-0.2
- COc1ccc(NC(=O)CSc2nc3n[nH]c(C)c3c(=N)n2-c2ccccc2Cl)c(OC)c1
    13.1	0.8	4.8	0.5
- COc1cc(-c2nc3ccccc3c(=O)n2Cc2ccccc2F)cc(OC)c1OC
    9.8	-1.0	-0.8	0.1
